Screening results deposited in PubChem BioAssay by several laboratories.
SIAE inh: human SIAE inhibition, primary screen | Q9HAT2 | SIAE FP-Rh probe binding, fluorescence polarization | inhibition, % at 9.66 µM | hit rate 0.69% among 370,000;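 active = inhibition above a cutoff: mean of compounds within the control limits plus 3 SD of those, cut at about 17% in these data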;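 also: 0% = plate median of compound wells and 100% = probe without SIAE protein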
PRMT1 FP inh: inhibitors of human PRMT1. Q99873. recombinant PRMT1, activity-based probe fluorescence polarization. inhibition, % at 2.79 µM. hit rate 1.3% among 370,000. AID 652257;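 active = inhibition above about 21% made by adding two undisclosed values, limit read from the data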
PG9 binder: PG9 antibody binding by small molecule | AID 624416 | TR-FRET gp120-PG9 antibody binding | inhibition, % at 6.7 µM | hit rate 0.43% among 360,000; in the data active = inhibition above about 8.5%
ABHD4 inh: inhibitors of mouse ABHD4. inhibition, % at 8.92 µM. Q8VD66. AID 720543. hit rate 0.54% among 370,000. purified mABHD4, FP-Rh probe fluorescence polarization;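 active = inhibition exceeding the mean over every tested compound plus 3 SD, cut at about 30% in these data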;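 also: 0% = plate median of compound wells and 100% = S159A mutant with DMSO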
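Assay system: mABHD4 protein; medium: HEPES pH 7.0, NaCl, Pluronic buffer; dosing: 8.92 µM, single dose; schedule: 45 min + 60 min at 25 °C; signal: FP readout, ex 525 nm / em 598 nm; read-out: normalized percent inhibition of probe labeling; repeats: single replicate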
rCAG RNA binder: r(CAG) repeat RNA binding | TO-PRO-1 dye displacement fluorescence | inhibition, % at 3 µM | hit rate 1.3% among 370,000 | AID 651821;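 active = inhibition above the plate cutoff, the mean of all test compounds on that plate plus 3 SD, cut at about 35% in these data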;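 also: 0% = DMSO alone and 100% = 100 µM mitoxantrone as full dye displacement; higher means more dye released from RNA so lower well fluorescence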
Rev-erbA mod: Rev-erb alpha (human) modulation. activity, % at 10 µM. hit rate 0.79% among 370,000. P20393. Rev-erbα–FITC-DNA binding, fluorescence polarization, 90 min. AID 1259318;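 active = activity above about 14%, limit read from the data; passing the limit was not always enough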;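 also: 0% = DMSO wells with 35 nM protein and 100% = DMSO wells with 750 nM protein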
Target sequence (P20393 whole entry, looked up): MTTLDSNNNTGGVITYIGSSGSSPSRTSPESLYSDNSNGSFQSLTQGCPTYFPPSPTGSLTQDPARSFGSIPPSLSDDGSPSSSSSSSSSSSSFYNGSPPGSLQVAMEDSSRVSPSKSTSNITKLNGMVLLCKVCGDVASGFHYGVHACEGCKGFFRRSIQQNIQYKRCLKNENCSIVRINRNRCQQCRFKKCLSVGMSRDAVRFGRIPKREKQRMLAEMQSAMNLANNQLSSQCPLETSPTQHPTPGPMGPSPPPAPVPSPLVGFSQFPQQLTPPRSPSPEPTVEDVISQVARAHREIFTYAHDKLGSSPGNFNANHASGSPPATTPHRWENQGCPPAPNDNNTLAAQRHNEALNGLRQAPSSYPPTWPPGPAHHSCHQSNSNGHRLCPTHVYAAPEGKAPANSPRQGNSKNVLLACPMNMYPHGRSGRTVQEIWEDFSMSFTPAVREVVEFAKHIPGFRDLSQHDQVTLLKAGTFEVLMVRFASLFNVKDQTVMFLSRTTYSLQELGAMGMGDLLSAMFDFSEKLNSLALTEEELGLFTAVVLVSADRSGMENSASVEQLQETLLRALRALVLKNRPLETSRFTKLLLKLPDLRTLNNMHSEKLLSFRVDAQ
TDP2 inh: blocks human TDP2 phosphodiesterase activity. O95551. recombinant TDP2, T5PNP hydrolysis, p-nitrophenol absorbance 415 nm. inhibition, % at 12.8 µM. hit rate 0.34% among 370,000. AID 720702;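 active = inhibition above the mean of all tested compounds plus 3 SD, set per campaign, cut at about 25% in these data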;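 also: 0% = DMSO with enzyme and 100% = buffer with substrate but no TDP2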
Target sequence (O95551 whole entry, looked up): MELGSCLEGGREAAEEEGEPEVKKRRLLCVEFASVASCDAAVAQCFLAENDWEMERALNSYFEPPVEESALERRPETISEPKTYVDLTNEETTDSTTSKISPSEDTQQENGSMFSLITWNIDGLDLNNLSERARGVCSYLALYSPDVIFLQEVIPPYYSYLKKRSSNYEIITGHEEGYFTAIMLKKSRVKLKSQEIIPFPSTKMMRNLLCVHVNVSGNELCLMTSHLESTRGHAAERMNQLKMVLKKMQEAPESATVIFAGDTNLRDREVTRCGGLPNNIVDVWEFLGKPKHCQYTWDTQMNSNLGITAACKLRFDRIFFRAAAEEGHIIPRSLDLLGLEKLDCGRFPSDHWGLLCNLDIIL
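test system = human TDP2 enzyme | input = TDP2 enzyme at 120 nM final | medium = 50 mM Tris-HCl pH 7.5 with Mg2+, KCl, DTT, BSA | also added = T5PNP substrate, 5 mM | times = 2 h at 37 °C | technique = epi absorbance | benchmarks = high control without enzyme, low control DMSO plus TDP2 | replication = each compound tested once, singlicate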
HTRA1 inhibitor: HTRA1 (human) protease inhibition; recombinant HTRA1, FP-rhodamine activity-based probe, fluorescence polarization; inhibition, % at 5.96 µM; hit rate 0.5% among 340,000; in the data active = inhibition above about 36%;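 also: 0% = enzyme with DMSO and 100% = wells lacking enzyme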
TCR CD3 inh: human TCR-CD3 binding inhibition | hit rate 0.37% among 360,000 | TAMRA-labeled TCR probe fluorescence, biochemical | inhibition, % at 9.4 µM; in the data active = inhibition above about 19%;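 also: recombinant mutant TCR 2C K166C tagged with TAMRA read by polarization; 0% = receptor in buffer alone and 100% = receptor with positive control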
LEDGF integ inh: blocks HIV-1 LEDGF/p75-dependent DNA integration | inhibition, % at 3.7 µM | AID 743269 | TR-FRET IN-LEDGF/p75 DNA integration, Eu/Cy5 | hit rate 0.64% among 370,000;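 active = inhibition above the screen-wide mean plus 3 SD, cut at about 13% in these data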;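 also: signal is the Cy5 over europium emission ratio at 671 and 618 nm; 0% = plate median of compound wells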
Active calls of the source: *; nt = no result given; & = joins results of further samples. Some of the compounds tested; rates above refer to the full screens.

The opening 14 compounds, ahead of the listing:
SMILES	SIAE inh	PRMT1 FP inh	PG9 binder	ABHD4 inh	rCAG RNA binder	Rev-erbA mod	TDP2 inh	HTRA1 inhibitor	TCR CD3 inh	LEDGF integ inh
COc1ccc2c(c1)CCO[C@]21O[C@H](CCO)C[C@H](O)[C@H]1O	15	0	-3.1	-3	-1	-1	-7	0	-2	1
O=c1cc(CN2CCc3ccccc32)nc2sccn12	-2	5	-2.1	4	3	-3	-3	-5	-8	9
CN(C)c1nc(Oc2ccc(=O)[nH]n2)nc(N2CCCCC2)n1	-3	-1	0.8	1	-4	-2	0	-2	-1	2
Cc1cccc(N(C(=O)Nc2ccccc2)C2=NCC(C)S2)c1 (stereo not given)	4	-1	-0.9	3	2	-5	-6	-3	5	1
C/C(=N\Nc1ccc(F)cc1F)c1ccccc1O	4	4	-3.6	-6	6	8	-19	-11	-7	5
COc1ccccc1CC(=O)NNC(=O)c1ccc(C(C)(C)C)cc1	-3	0	1.0	-4	-6	-6	-12	-5	5	-2
Cc1sc(NC(=O)COc2ccccc2)c(C#N)c1-c1ccccc1	-3	0	0.1	-16	7	10	-12	-8	-12	4
C=CCNc1nc(-c2cc3ccccc3o2)cs1	8	4	-2.8	6	6	0	-4	3	4	2
CCOc1ccccc1Nc1nc(-c2sc(C)nc2C)cs1	3	-3	0.0	10	0	4	3	0	5	2
CCOC(=O)Cc1csc(NC(=O)C(C)Oc2ccc3c(C)cc(=O)oc3c2)n1 (stereo not given)	7	1	1.3	1	-1	-2	8	3	1	-2
COc1cccc(Oc2ccc3nnc(C(F)(F)F)n3n2)c1	6	-2	0.8	-3	-2	-2	0	2	3	-2
Cc1ccc(C(=O)NC2CCCCN(Cc3cccc(Cl)c3)C2=O)c(C)c1 (stereo not given)	-1	0	nt	3	-2	7	-4	nt	nt	1
Cc1c(C(=O)NCCSCc2cccc(C(F)(F)F)c2)cnn1-c1ccc(F)cc1	-3	4	-0.5	-1	-8	2	9	-23	-2	-1
Cc1ccc(S(=O)(=O)c2nc(S(C)(=O)=O)sc2NCC2CCCO2)cc1 (stereo not given)	1	-3	0.1	4	-1	-2	0	3	2	-2

Results, from the first entry:
SMILES	SIAE inh	PRMT1 FP inh	PG9 binder	ABHD4 inh	rCAG RNA binder	Rev-erbA mod	TDP2 inh	HTRA1 inhibitor	TCR CD3 inh	LEDGF integ inh
COc1ccc2c(c1)CCO[C@]21O[C@H](CCO)C[C@H](O)[C@H]1O	15	0	-3.1	-3	-1	-1	-7	0	-2	1
O=c1cc(CN2CCc3ccccc32)nc2sccn12	-2	5	-2.1	4	3	-3	-3	-5	-8	9
CN(C)c1nc(Oc2ccc(=O)[nH]n2)nc(N2CCCCC2)n1	-3	-1	0.8	1	-4	-2	0	-2	-1	2
Cc1cccc(N(C(=O)Nc2ccccc2)C2=NCC(C)S2)c1 (stereo not given)	4	-1	-0.9	3	2	-5	-6	-3	5	1
C/C(=N\Nc1ccc(F)cc1F)c1ccccc1O	4	4	-3.6	-6	6	8	-19	-11	-7	5
COc1ccccc1CC(=O)NNC(=O)c1ccc(C(C)(C)C)cc1	-3	0	1.0	-4	-6	-6	-12	-5	5	-2
Cc1sc(NC(=O)COc2ccccc2)c(C#N)c1-c1ccccc1	-3	0	0.1	-16	7	10	-12	-8	-12	4
C=CCNc1nc(-c2cc3ccccc3o2)cs1	8	4	-2.8	6	6	0	-4	3	4	2
CCOc1ccccc1Nc1nc(-c2sc(C)nc2C)cs1	3	-3	0.0	10	0	4	3	0	5	2
CCOC(=O)Cc1csc(NC(=O)C(C)Oc2ccc3c(C)cc(=O)oc3c2)n1 (stereo not given)	7	1	1.3	1	-1	-2	8	3	1	-2
COc1cccc(Oc2ccc3nnc(C(F)(F)F)n3n2)c1	6	-2	0.8	-3	-2	-2	0	2	3	-2
Cc1ccc(C(=O)NC2CCCCN(Cc3cccc(Cl)c3)C2=O)c(C)c1 (stereo not given)	-1	0	nt	3	-2	7	-4	nt	nt	1
Cc1c(C(=O)NCCSCc2cccc(C(F)(F)F)c2)cnn1-c1ccc(F)cc1	-3	4	-0.5	-1	-8	2	9	-23	-2	-1
Cc1ccc(S(=O)(=O)c2nc(S(C)(=O)=O)sc2NCC2CCCO2)cc1 (stereo not given)	1	-3	0.1	4	-1	-2	0	3	2	-2
CC1CCCN(C(=O)c2ccc(NC(=O)CC3SC(N4CCCC4)=NC3=O)cc2)C1 (stereo not given)	-9	1	-0.6	0	-7	-2	2	0	5	3
Nc1ccc(C(=O)NCc2ccccc2)cc1	3	-1	-1.0	-1	-1	-2	9	-1	3	1
CCc1ccc(NC(=O)COc2ccc(Br)cn2)cc1	-2	-3	-1.3	-1	-2	2	7	-4	0	7
N=c1sccn1CC(=O)NC(=O)NC1CCCC1	0	4	-1.9	9	3	2	-3	3	-1	-5
COc1ccc(NC(=O)CSc2nnc3n2CCCCC3)cc1	0	1	2.1	-1	1	3	-1	-1	4	-4
COc1ccc(NC(=O)c2ccccc2NS(C)(=O)=O)cc1OC	-1	2	0.4	1	9	0	16	1	3	3
CCCC(=O)N1CCCC(c2cc(C(=O)Nc3ccccc3)no2)C1 (stereo not given)	0	-1	0.0	-6	-1	-2	-4	nt	1	0
COCCOC(=O)C1=C(C)NC(C)=C(C(=O)OC(C)C)C1c1cccc([N+](=O)[O-])c1 (stereo not given)	-4&-2	-1&3	-0.3	-3&0	0&2	0&1&2&-2	7&-3	-8	11	2&-1
CC1C(=O)CC(c2ccccc2)N(C)C1c1ccccc1 (stereo not given)	-5	-2	-0.5	-5	-1	1	1	-12	-4	-1
CC(C)(C)N(Cc1ccccc1)C(=O)c1ccc(Br)o1	0	-1	0.5	-3	-5	1	-5	-4	2	6
Cc1ccccc1C(=O)NC(C)c1ccc2c(c1)CCCC2 (stereo not given)	5	2	-0.5	-3	0	-1	-14	-5	1	-2
Cc1ccccc1OCc1nnc(SCC(=O)NCc2ccco2)n1C	2	-2	0.3	7	-5	-4	2	11	2	1
CSc1ccccc1NC(=O)c1cc(C)on1	0	0	-2.5	0	2	-5	15	4	-2	-3
O=C(OCc1cn([C@@H]2CN(C(=O)C3CCCCC3)[C@@H](c3ccccc3)C[C@H]2O)nn1)c1ccccc1	-3	0	0.1	-5	2	0	-8	-1	8	-1
COc1ccc(S(=O)(=O)N2CCCOC2CNC(=O)C(=O)NCc2ccccc2C)cc1 (stereo not given)	0	2	0.2	-3	4	1	-10	-2	-10	0
O=C(CSc1ccc(-c2ccccn2)nn1)N1CCCc2ccccc21	-9	4	-0.4	-1	-5	-2	6	6	-1	-2
O=C(COc1coc(CN2CCN(c3ccccc3)CC2)cc1=O)Nc1ccccc1	13	-1	-0.7	8	2	6	8	2	0	0
O=C(COC(=O)c1cccc(S(=O)(=O)N2CCCCCC2)c1)Nc1ccccc1C(F)(F)F	0	-2	-0.5	-7	3	7	-8	-4	-1	2
O=C(C[n+]1cc(-c2ccc(F)cc2)n2c1CCC2)Nc1nc(-c2ccc(F)cc2)cs1	7	-2	0.3	6	11	1	-17	-7	5	1
CN(c1ccccc1)S(=O)(=O)c1ccc(Cl)c(C(=O)Nc2nn[nH]n2)c1	-3	4	1.3	1	4	3	1	-4	8	3
Cc1cc(NC(=O)CCC(=O)N(Cc2cccs2)C(C(=O)NC2CCCC2)c2cccnc2)no1 (stereo not given)	2	-1	-0.9	-1	-3	-6	-3	1	2	1
Cc1c(OCC(=O)NCC(O)c2ccccc2)ccc2c3c(c(=O)oc12)CCCC3 (stereo not given)	-6	0	-1.7	-3	1	0	-5	-13	8	-1
Cc1ccccc1NC(=O)c1ccc(CN(c2ccccc2)S(=O)(=O)c2ccccc2)cc1	-5	1	-1.1	-1	5	-5	9	-13	1	4
Cc1cc(C)n2ncc(C(=O)NC3CCCCC3)c2n1	-4	0	-1.8	0	-3	-1	-1	2	1	4
Fc1ccc(N/N=C2/CC(c3ccccc3)Oc3ccccc32)c(F)c1 (stereo not given)	7	2	-0.7	6	12	-4	8	-10	2	-2
COc1ccc(OC)c2c(C)cc(N3CCN(C(=O)c4ccc(Cl)cc4)CC3)nc12	9	5	-1.7	21	7	6	-9	3	0	-2
c1ccc(Cc2noc(CN3CCCC(CN4CCOCC4)C3)n2)cc1 (stereo not given)	16	-4	1.1	-8	-6	-1	-9	2	-3	7
Cc1sc(NC(=O)c2ccco2)c(CN2CCCCC2)c1C	6	-1	-0.5	2	-3	1	5	5	-4	2
CC(C)CC(=O)N1CCc2cc(S(=O)(=O)N(C)Cc3ccco3)ccc21	3	7	nt	-2	3	5	-2	nt	nt	-1
COc1ccccc1C(=O)NC(=O)COC(=O)CCOc1cc(C)ccc1C	-2	-1	-0.5	5	-3	5	-9	-13	1	5
Nc1ncnc2c1ncn2[C@@H]1O[C@H](CNC(=O)[C@@H](N)C2CCCCC2)[C@@H](O)[C@H]1O	8	2	1.3	1	1	-5	0	6	-9	-1
CN(C(=O)c1cccc(NC(=O)Cc2cccc(NC(=O)C3CCN(C(=O)C4CC4)CC3)c2)c1)C1CCC1	7	2	0.7	5	1	-1	-5	-2	-3	0

Reformatted with bars between the fields: 2 of the compounds above.
SMILES | SIAE inh | PRMT1 FP inh | PG9 binder | ABHD4 inh | rCAG RNA binder | Rev-erbA mod | TDP2 inh | HTRA1 inhibitor | TCR CD3 inh | LEDGF integ inh
CN(C(=O)c1cccc(NC(=O)Cc2cccc(NC(=O)C3CCN(C(=O)C4CC4)CC3)c2)c1)C1CCC1 | 7 | 2 | 0.7 | 5 | 1 | -1 | -5 | -2 | -3 | 0
Nc1ncnc2c1ncn2[C@@H]1O[C@H](CNC(=O)[C@@H](N)C2CCCCC2)[C@@H](O)[C@H]1O | 8 | 2 | 1.3 | 1 | 1 | -5 | 0 | 6 | -9 | -1
